PPC-1+TRAIL kill: compounds killing PPC-1 cancer cells with TRAIL present, primary screen, TRAIL potentiator project, ATPLite luminescence, uHTS; PPC-1 cells + TRAIL, ATPLite viability luminescence; cell killing (% activity), % at 4 µM; actives 0.41% (n = 220,000);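 active = cell killing above 50% in the first pass at 4 µM, then a duplicate retest at 5 µM averaging 50% or more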;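 also: plate controls were cells with TRAIL plus DMSO for no effect and medium-only wells lacking cells for full effect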
TbHK1 inh: Trypanosoma brucei hexokinase 1 inhibitors, primary screen, biochemical, G6PDH-coupled NADH absorbance, MLSCN library | recombinant TbHK1, G6PDH-coupled NADH A340 | actives 0.11% (n = 220,000) | AID 1430, 2008 | hexokinase 1 [Trypanosoma brucei] | inhibition, % at 10 µM;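 active = inhibition of 50% or more in the single-dose primary screen; inactive = inhibition below 50%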
RBBP9 inh: human RBBP9 inhibitors, primary screen, biochemical, fluorescence polarization, FP-Rh probe, HTS. Serine hydrolase RBBP9 (Homo sapiens), O75884. recombinant RBBP9. inhibition, % at 7.94 µM. actives 0.2% (n = 220,000);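 active = inhibition above the campaign mean of all tested compounds plus 3 SD, cut at about 14% in these data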;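 also: plate controls were DMSO wells with RBBP9 for no effect and wells lacking RBBP9 protein for full effect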
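Test system – recombinant human RBBP9 · Input – RBBP9 2.5 µM in dispensing solution, pre-mixing · Medium – Tris buffer pH 8.0, NaCl, Pluronic · Schedule – preincubation 30 min plus labeling 45 min at 25 °C · Measured by – fluorescence polarization · Measure – % inhibition · Controls – DMSO and no-protein wells · Replicates – one well per compound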
Furin inhibitor: human furin inhibitors, primary screen, biochemical, fluorescence intensity; inhibition, % at 30 µM; AID 463115, 2010; purified furin, fluorogenic substrate cleavage; actives 0.061% (n = 220,000); P09958; in the data active = inhibition above about 25%; also: inactives centre near -15
Target sequence (P09958 108-714 limits assumed): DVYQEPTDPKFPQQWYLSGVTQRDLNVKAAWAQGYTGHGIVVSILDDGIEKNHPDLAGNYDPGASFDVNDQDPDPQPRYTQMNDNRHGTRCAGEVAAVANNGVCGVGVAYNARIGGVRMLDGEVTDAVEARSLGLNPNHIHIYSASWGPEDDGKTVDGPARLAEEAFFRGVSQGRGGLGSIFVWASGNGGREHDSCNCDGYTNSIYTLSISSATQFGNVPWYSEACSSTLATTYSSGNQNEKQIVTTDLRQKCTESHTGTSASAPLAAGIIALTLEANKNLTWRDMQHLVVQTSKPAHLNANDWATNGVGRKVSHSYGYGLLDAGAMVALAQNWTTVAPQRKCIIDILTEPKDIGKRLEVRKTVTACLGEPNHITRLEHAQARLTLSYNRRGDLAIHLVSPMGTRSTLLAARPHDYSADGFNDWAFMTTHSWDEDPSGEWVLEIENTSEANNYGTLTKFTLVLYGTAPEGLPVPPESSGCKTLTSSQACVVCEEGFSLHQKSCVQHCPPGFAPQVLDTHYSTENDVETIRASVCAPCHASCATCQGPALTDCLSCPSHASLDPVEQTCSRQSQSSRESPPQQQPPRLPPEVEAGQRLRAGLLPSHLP
BaF3 tox: parental Ba/F3 cell viability inhibition, counter-screen for JAK2V617F inhibitor project, murine pro-B, CellTiter-Glo luminescence | CellTiter-Glo ATP luminescence | inhibition, % at 5.6 µM | actives 1.1% (n = 220,000) | AID 1486, 2009;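 active = inhibition above a per-campaign cutoff, the mean inhibition of all tested compounds plus 3 SD, cut at about 27% in these data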;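 also: 0% = DMSO wells and 100% = JAK Inhibitor I control wells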
NCF1 inh: p47phox/p22phox peptide binding inhibitors, primary screen, biochemical, uHTS, NADPH oxidase regulatory subunit; Neutrophil cytosol factor 1 (Homo sapiens), P14598; fluorescence polarization, 2 h; inhibition, % at 24.7 µM; actives 0.53% (n = 220,000); AID 1274, 2008;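 active = inhibition above about 30%, limit read from the data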;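 also: 0% = p47phox with labelled peptide and 100% = labelled peptide alone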
Target sequence (P14598 whole entry, looked up): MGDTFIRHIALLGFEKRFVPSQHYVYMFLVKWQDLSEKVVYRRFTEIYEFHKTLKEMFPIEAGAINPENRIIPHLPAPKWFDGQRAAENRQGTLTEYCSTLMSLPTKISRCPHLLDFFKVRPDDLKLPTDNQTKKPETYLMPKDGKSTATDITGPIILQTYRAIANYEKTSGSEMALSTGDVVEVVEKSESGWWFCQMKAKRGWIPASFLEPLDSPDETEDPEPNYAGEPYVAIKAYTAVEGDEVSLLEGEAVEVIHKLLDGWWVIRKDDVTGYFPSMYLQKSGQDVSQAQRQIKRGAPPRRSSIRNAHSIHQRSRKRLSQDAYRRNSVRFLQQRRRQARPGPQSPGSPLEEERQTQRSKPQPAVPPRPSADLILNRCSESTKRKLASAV
Ba/F3 V617F tox: reduced viability of JAK2V617F-dependent Ba/F3 cells, primary screen, JAK2V617F inhibitor project, cell-based, Ba/F3 EpoR-JAK2V617F, luminescence; inhibition, % at 5.6 µM; ATP luminescence; actives 1.1% (n = 220,000);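 active = inhibition above the campaign mean plus 3 SD over all tested compounds, cut at about 24% in these data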;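 also: cytokine-independent growth of Ba/F3 cells driven by EpoR plus mutant JAK2; 0% = DMSO-treated cells and 100% = JAK inhibitor I control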
EP2 antag: human EP2 receptor antagonists, primary screen, TR-FRET cAMP, C6 glioma cells; Prostaglandin E2 receptor EP2 subtype (Homo sapiens), P43116; C6 glioma cells expressing human EP2; cells stimulated with saturating PGE2; inhibition, % at 25 µM; actives 0.52% (n = 260,000); AID 1422, 2008;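 active = percent inhibition above 40 after rounding to a whole number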;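 also: rat C6 glioma host cells with rolipram phosphodiesterase inhibitor present; the protocol text gives 20 µM as final concentration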
p97 inhibitor: inhibitors of human p97 ATPase, primary screen, biochemical. actives 0.42% (n = 220,000). Transitional endoplasmic reticulum ATPase (Homo sapiens), P55072. AID 1481, 2009. recombinant p97 ATPase, Kinase-Glo ATP luminescence, 3 h. inhibition, % at 8 µM; in the data active = inhibition above about 15%;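 also: 0% = DMSO vehicle and 100% = wells lacking enzyme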
* hit, by the source's call; & = joins results of further samples; [ ] = dose if it differs, or a comment. Not all compounds are listed, so the mix of outcomes need not match the whole.

CN1/C(=C\C(=O)c2oc3ccccc3c2N)C(C)(C)c2ccccc21 was read as PPC-1+TRAIL kill 6.5, TbHK1 inh -12.7, RBBP9 inh -7.0, Furin inhibitor -2.3[20 µM], BaF3 tox 10.9, NCF1 inh -9.1, Ba/F3 V617F tox 3.1, EP2 antag 25.5 and p97 inhibitor -0.3.
`Cc1ccc(S(=O)(=O)NCCC(=O)OCC(=O)Nc2ccccc2Cl)cc1` gave PPC-1+TRAIL kill 7.5, TbHK1 inh 9.3, RBBP9 inh -4.8, Furin inhibitor -4.5, BaF3 tox 4.0, NCF1 inh 33.0*, Ba/F3 V617F tox 2.6, EP2 antag 9.6 and p97 inhibitor -5.4.
CCOc1ccc2cc(C#N)c(SCC(=O)OC)nc2c1 was read as PPC-1+TRAIL kill 5.2, TbHK1 inh -4.0, RBBP9 inh 1.5, Furin inhibitor -34.9, BaF3 tox 5.6, NCF1 inh -5.5, Ba/F3 V617F tox -1.7, EP2 antag 5.2 and p97 inhibitor 0.1.
`Fc1cccc(CN2CCN(C(=S)NCCc3ccccc3)CC2)c1` gave PPC-1+TRAIL kill 12.9, TbHK1 inh 2.0, RBBP9 inh -3.2, Furin inhibitor -9.8, BaF3 tox 7.4, NCF1 inh 2.0, Ba/F3 V617F tox 0.9, EP2 antag 2.9 and p97 inhibitor 0.6.
Screening O=C(c1ccccc1Br)N1CCN(c2ccccc2)CC1 returned PPC-1+TRAIL kill 21.6, TbHK1 inh 6.2, RBBP9 inh -3.4, Furin inhibitor -7.5[20 µM], BaF3 tox 7.4, NCF1 inh -5.2, Ba/F3 V617F tox 0.1, EP2 antag 8.6 and p97 inhibitor -3.3.
For Fc1ccc(OCCCCCN2CCCC2)cc1 the results were PPC-1+TRAIL kill -7.8, TbHK1 inh -0.3, RBBP9 inh -3.0, Furin inhibitor -20.9[20 µM], BaF3 tox 6.4, NCF1 inh -11.2, Ba/F3 V617F tox 0.8, EP2 antag 5.9 and p97 inhibitor 0.4.
For CCCCCCCCCCS(=O)(=O)N/N=C/c1ccc([N+](=O)[O-])cc1 the results were PPC-1+TRAIL kill 15.7, TbHK1 inh 10.7, RBBP9 inh -4.7, Furin inhibitor -22.2[20 µM], BaF3 tox 3.5, NCF1 inh -19.3, Ba/F3 V617F tox -1.5, EP2 antag 9.9 and p97 inhibitor -0.5.
For CC(=O)c1c(C)[nH]c(C(=O)COC(=O)CCSc2ccccc2)c1C the results were PPC-1+TRAIL kill 15.2, TbHK1 inh -9.9, RBBP9 inh -10.9, Furin inhibitor -18.8, BaF3 tox 4.9, NCF1 inh -17.9, Ba/F3 V617F tox 0.2, EP2 antag 4.2 and p97 inhibitor -4.5.
`CCN(CC)S(=O)(=O)c1ccc(N2CCOCC2)c(NC(=O)c2cccc(C#N)c2)c1` gave PPC-1+TRAIL kill 14.6, TbHK1 inh -3.8, RBBP9 inh 1.7, Furin inhibitor -17.4, BaF3 tox 5.6, NCF1 inh -16.5, Ba/F3 V617F tox 4.4, EP2 antag 6.3 and p97 inhibitor 1.6.
Screening CCc1ccc(C(=O)NNc2cc(Cl)cc(Cl)c2)cc1 returned PPC-1+TRAIL kill 26.7, TbHK1 inh -8.1, RBBP9 inh -3.9, Furin inhibitor -16.6, BaF3 tox 6.7, NCF1 inh -4.5, Ba/F3 V617F tox -6.5, EP2 antag 8.4 and p97 inhibitor 10.0.
`COCCN=C1NN=C(c2ccc(C)c([N+](=O)[O-])c2)CS1` gave PPC-1+TRAIL kill 2.5, TbHK1 inh -11.1, RBBP9 inh -6.0, Furin inhibitor -25.7, BaF3 tox 3.0, NCF1 inh -3.0, Ba/F3 V617F tox -0.8, EP2 antag 3.8 and p97 inhibitor -2.0.
For CCOC(=O)C1C(=O)OC(C)(C)C1C(C)C(=O)c1ccccc1 (stereo unspecified) the results were PPC-1+TRAIL kill 6.8, TbHK1 inh 4.1, RBBP9 inh 7.4, Furin inhibitor -27.1[20 µM], BaF3 tox 1.9, NCF1 inh -7.2, Ba/F3 V617F tox 0.1, EP2 antag 6.2 and p97 inhibitor -1.2.
`COc1ccc(N2C(=O)N(Cc3cccc(F)c3)c3ccccc3S2(=O)=O)cc1` gave PPC-1+TRAIL kill -8.3, TbHK1 inh 5.5, RBBP9 inh -14.1, Furin inhibitor -14.7, BaF3 tox 6.9, NCF1 inh 1.2, Ba/F3 V617F tox 4.9, EP2 antag 9.8 and p97 inhibitor -5.6.
Screening Cc1cc(C)nc(N(C#N)Cc2ccc([N+](=O)[O-])cc2)n1 returned TbHK1 inh -7.7, RBBP9 inh -8.7, Furin inhibitor -13.1, BaF3 tox 1.9, NCF1 inh 3.6, Ba/F3 V617F tox -3.2, EP2 antag 0.3 and p97 inhibitor 2.7.
For CC1Cc2ccccc2N1C(=O)c1cnc2sccn2c1=O (stereo unspecified) the results were PPC-1+TRAIL kill 16.8, TbHK1 inh -42.2, RBBP9 inh -9.7, Furin inhibitor -4.4, BaF3 tox 3.9, NCF1 inh -5.2, Ba/F3 V617F tox -4.2, EP2 antag 5.0 and p97 inhibitor 1.6.
Screening CCOc1ccc(CNC(=O)c2ccc(Sc3ccc(Cl)cc3)c(NC(C)=O)c2)cc1 returned PPC-1+TRAIL kill 4.3, TbHK1 inh 28.3, RBBP9 inh -6.8, Furin inhibitor -11.3, BaF3 tox 3.7, NCF1 inh -9.2, Ba/F3 V617F tox -0.2, EP2 antag 8.4 and p97 inhibitor 5.9.
O=C(NNS(=O)(=O)c1ccccc1C(F)(F)F)c1cccc(S(=O)(=O)Nc2ccccc2Cl)c1 was read as PPC-1+TRAIL kill -10.0, TbHK1 inh -3.7, RBBP9 inh -4.4, Furin inhibitor -23.7, BaF3 tox 7.2, NCF1 inh 0.9, Ba/F3 V617F tox -1.2, EP2 antag 16.5 and p97 inhibitor 3.2.
COc1ccc(Cl)cc1Nc1nc(NCCO)nc(N2CCCC2)n1 was read as PPC-1+TRAIL kill -14.6, TbHK1 inh -24.0, RBBP9 inh -9.4, Furin inhibitor -14.3[20 µM], BaF3 tox 7.0, NCF1 inh -6.7, Ba/F3 V617F tox 1.2, EP2 antag 25.7 and p97 inhibitor -7.7.
For S=C(Nc1ccc(Cc2ccncc2)cc1)Nc1cccc(Cl)c1 the results were PPC-1+TRAIL kill 4.3, TbHK1 inh 1.7, RBBP9 inh -6.3, Furin inhibitor -10.0, BaF3 tox 2.6, NCF1 inh -2.0, Ba/F3 V617F tox -1.7, EP2 antag 0.9 and p97 inhibitor 1.6.
For CCCC(=O)c1cn(CC(=O)OC)c2ccccc12 the results were PPC-1+TRAIL kill -5.7, TbHK1 inh -0.7, RBBP9 inh 0.7, Furin inhibitor -20.1, BaF3 tox -1.2, NCF1 inh -6.2, Ba/F3 V617F tox -3.5, EP2 antag 6.2 and p97 inhibitor 4.2.
For CC1CC(C)CN(S(=O)(=O)c2ccc(C(=O)NCc3ccco3)cc2)C1 (stereo unspecified) the results were PPC-1+TRAIL kill 13.2, TbHK1 inh 3.2, RBBP9 inh -4.7, Furin inhibitor -2.8, BaF3 tox 0.6, NCF1 inh -11.6, Ba/F3 V617F tox -0.5, EP2 antag 4.7 and p97 inhibitor 1.9.
`CCn1c(=O)n(CC(=O)N2CCN(c3ccccc3F)CC2)c(=O)c2ccccc21` gave PPC-1+TRAIL kill 7.3, TbHK1 inh 1.6, RBBP9 inh -12.0, Furin inhibitor -12.7, BaF3 tox 0.8, NCF1 inh -2.8, Ba/F3 V617F tox -3.6, EP2 antag 10.1 and p97 inhibitor 0.3.
`CCOc1ccc(NC(=O)c2cn(-c3ccc(OCC)cc3)c(=O)c3cc(OC)c(OC)cc23)cc1` gave PPC-1+TRAIL kill 0.7, TbHK1 inh -21.1, RBBP9 inh -9.8, Furin inhibitor -23.3[20 µM], BaF3 tox 1.9, NCF1 inh -8.6, Ba/F3 V617F tox -3.0, EP2 antag 6.5 and p97 inhibitor -2.4.
CCCC(c1nnnn1Cc1ccccc1)N1CCC(C(N)=O)CC1 (stereo unspecified) was read as PPC-1+TRAIL kill -15.2, TbHK1 inh 7.2, RBBP9 inh -5.3, Furin inhibitor -32.3, BaF3 tox 4.7, NCF1 inh -4.5, Ba/F3 V617F tox 0.2, EP2 antag 10.4&9.4 and p97 inhibitor 0.3.
Cn1c(=O)c2c(O)cc(=O)[nH]c2n(-c2ccccc2)c1=O was read as PPC-1+TRAIL kill -11.9, TbHK1 inh -1.7, RBBP9 inh 1.7, Furin inhibitor 2.8, BaF3 tox 2.4, NCF1 inh -10.2, Ba/F3 V617F tox 0.7 and p97 inhibitor 3.2.
CCCc1cc(=O)n2c([nH]c3ccccc32)c1C#N was read as PPC-1+TRAIL kill 22.2, TbHK1 inh -16.4, RBBP9 inh -8.6, Furin inhibitor -16.0[20 µM], BaF3 tox -0.1, NCF1 inh 48.0*, Ba/F3 V617F tox -1.5, EP2 antag 11.8&25.0 and p97 inhibitor 1.0.
Screening Cc1c(C(=O)N/N=C/c2ccc(N3CCOCC3)cc2)nc2ccccn12 returned PPC-1+TRAIL kill 6.1, TbHK1 inh -44.4, RBBP9 inh -8.9, Furin inhibitor 0.3, BaF3 tox 3.2, NCF1 inh -9.2, Ba/F3 V617F tox 1.1, EP2 antag 8.1 and p97 inhibitor 3.8.
Screening CCOC(=O)c1[nH]c(C)c(/C(O)=C2\C(=O)C(=O)N(CCN(C)C)C2c2cccc(OC)c2OC)c1C (stereo unspecified) returned PPC-1+TRAIL kill 24.6, TbHK1 inh -26.6, RBBP9 inh 0.7, Furin inhibitor 2.6, BaF3 tox 8.6, NCF1 inh 2.7, Ba/F3 V617F tox 0.1, EP2 antag 5.4 and p97 inhibitor -1.9.
O=C(c1cccn2c(=O)c3ccccc3nc12)N1CCN(Cc2ccc3c(c2)OCO3)CC1 was read as PPC-1+TRAIL kill 7.4, TbHK1 inh -31.6, RBBP9 inh -5.5, Furin inhibitor -6.3, BaF3 tox 9.2, NCF1 inh -10.1, Ba/F3 V617F tox 5.0, EP2 antag 9.2 and p97 inhibitor -3.8.
`CN(c1cccc(NS(=O)(=O)c2cccc([N+](=O)[O-])c2)c1)S(C)(=O)=O` gave PPC-1+TRAIL kill 20.9, TbHK1 inh -1.5, RBBP9 inh -7.6, Furin inhibitor -14.9, BaF3 tox 8.5, NCF1 inh 5.4, Ba/F3 V617F tox 5.2, EP2 antag 6.8 and p97 inhibitor -1.7.
For Cc1ccc(S(=O)(=O)CC(=O)c2ccccc2)cc1 the results were PPC-1+TRAIL kill 6.0, TbHK1 inh 3.6, RBBP9 inh -4.3, Furin inhibitor 3.8[20 µM], BaF3 tox -3.4, NCF1 inh -4.4, Ba/F3 V617F tox -2.5 and p97 inhibitor 1.0.
For Cc1cc(OCC#N)nc(N)n1 the results were PPC-1+TRAIL kill 6.6, TbHK1 inh 1.3, RBBP9 inh -7.1, Furin inhibitor -21.4, BaF3 tox 3.0, NCF1 inh -5.3, Ba/F3 V617F tox -2.2, EP2 antag 7.1&7.5 and p97 inhibitor 1.6.

Assay outcomes from PubChem.
